Screening results deposited in PubChem by Dana-Farber Cancer Institute and Novartis Institutes for BioMedical Research (Cambridge, Mass).
USP28 inh = inhibitors of human USP28 deubiquitinase. Ubiquitin carboxyl-terminal hydrolase 28 (Homo sapiens), Q96RU2. inhibition, % at 25 µM. hit rate 3% among 47,000. purified USP28, Ub-rhodamine cleavage fluorescence, 30 min. AID 1645857, 2021
USP7 block = inhibitors of human USP7 deubiquitinase. Ubiquitin carboxyl-terminal hydrolase 7 (Homo sapiens), Q93009. purified USP7, Ub-rhodamine cleavage fluorescence. inhibition, % at 20 µM. hit rate 0.3% among 47,000. AID 1645854, 2021
OTUD3 block = inhibitors of human OTUD3 deubiquitinase; purified OTUD3, Ub-rhodamine fluorescence, 2 h; inhibition, % at 25 µM; hit rate 0.7% among 47,000; OTU domain-containing protein 3 (Homo sapiens), Q5T2D3; AID 1645858, 2021
USP8 inh = inhibitors of human USP8 deubiquitinase | AID 1645853, 2021 | hit rate 4.2% among 47,000 | inhibition, % at 20 µM | purified USP8, Ub-rhodamine cleavage fluorescence, 30 min | Ubiquitin carboxyl-terminal hydrolase 8 (Homo sapiens), P40818
UCHL1 block = inhibitors of human UCHL1 deubiquitinase; Ubiquitin carboxyl-terminal hydrolase isozyme L1 (Homo sapiens), P09936; purified UCHL1, Ub-rhodamine cleavage fluorescence; inhibition, % at 20 µM; hit rate 0.2% among 47,000; AID 1645859, 2021
Target sequence (P09936 whole entry, looked up): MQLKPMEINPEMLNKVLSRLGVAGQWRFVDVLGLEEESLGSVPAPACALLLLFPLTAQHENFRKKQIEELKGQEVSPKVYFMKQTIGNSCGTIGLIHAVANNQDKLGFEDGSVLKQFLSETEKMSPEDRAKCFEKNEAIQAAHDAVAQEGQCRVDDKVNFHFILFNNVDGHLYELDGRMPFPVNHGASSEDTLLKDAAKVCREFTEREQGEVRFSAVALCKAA
USP30 block = inhibitors of human USP30 deubiquitinase. Ubiquitin carboxyl-terminal hydrolase 30 (Homo sapiens), Q70CQ3. purified USP30, Ub-rhodamine cleavage fluorescence. inhibition, % at 25 µM. hit rate 5.3% among 47,000
Target sequence (Q70CQ3 whole entry, looked up): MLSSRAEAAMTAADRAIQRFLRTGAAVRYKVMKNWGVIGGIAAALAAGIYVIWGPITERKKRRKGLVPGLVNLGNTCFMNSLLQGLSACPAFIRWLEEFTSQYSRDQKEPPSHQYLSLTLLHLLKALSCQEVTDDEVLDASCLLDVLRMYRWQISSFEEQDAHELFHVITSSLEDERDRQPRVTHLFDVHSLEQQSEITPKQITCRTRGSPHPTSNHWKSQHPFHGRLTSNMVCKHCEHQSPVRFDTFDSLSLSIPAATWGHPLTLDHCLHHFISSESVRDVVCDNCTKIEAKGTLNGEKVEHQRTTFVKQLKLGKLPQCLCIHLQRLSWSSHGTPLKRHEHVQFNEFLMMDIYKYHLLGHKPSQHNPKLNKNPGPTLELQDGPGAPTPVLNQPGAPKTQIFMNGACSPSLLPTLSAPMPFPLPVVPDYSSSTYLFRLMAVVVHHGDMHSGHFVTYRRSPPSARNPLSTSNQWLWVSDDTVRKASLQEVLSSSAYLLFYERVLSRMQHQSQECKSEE
USP10 block = inhibitors of human USP10 deubiquitinase | hit rate 1.1% among 47,000 | inhibition, % at 20 µM | Ubiquitin carboxyl-terminal hydrolase 10 (Homo sapiens), Q14694 | AID 1645856, 2021 | purified USP10, Ub-rhodamine fluorescence, 60 min
USP17 block = inhibitors of human USP17 deubiquitinase; Ubiquitin carboxyl-terminal hydrolase 17-like protein 5 (Homo sapiens), A8MUK1; purified USP17, Ub-rhodamine cleavage fluorescence, 3 h; inhibition, % at 50 µM; hit rate 6.5% among 47,000; AID 1645855, 2021
* hit, by the source's call; i = inactive; . = not tested or not shown. No stated cut-off is given here; in the data, active means inhibition above about 30%; inactive means the rest.

USP7 block	USP8 inh	USP30 block	USP10 block	USP28 inh	UCHL1 block	OTUD3 block	USP17 block	Compound
-9	-24	-19	0	0	-2	-8	-20	CCc1cccc(CC)c1NC(=O)COC(=O)C1CC(=O)N(c2ccc3c(c2)OCCO3)C1 (stereo not given)
-1	-11	8	3	7	1	6	3	Cc1nonc1COc1ccccc1C(=O)N1CCC[C@H]2NCCC[C@@]21C
-2	2	-14	0	2	-2	1	48*	Cc1ccc2cc(CCNC(=O)c3ccccc3Br)c(=O)[nH]c2c1
0	5	-6	-3	-13	-2	-7	-7	CCOc1ccc(S(=O)(=O)[C@H]2CS(=O)(=O)C[C@@H]2NCC(C)C)cc1
0	-58	5	-1	-2	-1	-3	-11	COCCN1CCC2(C1)c1ccccc1S(=O)(=O)N2Cc1ccc(OC)cc1 (stereo not given)
-3	-47	-13	0	-8	-1	-29	-8	Cc1ccc(N2CCCS2(=O)=O)cc1NS(=O)(=O)c1ccc(F)cc1
-7	-4	-3	-1	-2	-6	-4	-4	Cc1cc(C2CCCN2C(=O)Cc2ccc(F)cc2Cl)no1 (stereo not given)
-66	-218	-181	-7	-15	-38	-17	-7	CCC(O)/C=C/C=C\C=C\C(=O)OCC1OC(OC2C(CO)OC3(OCc4cc(O)cc(O)c43)C(O)C2OC(=O)/C=C/C=C/CC(O)/C(C)=C/C=C/CCC(C)CC)C(O)C(O)C1O (stereo not given)

USP7 block	USP8 inh	USP30 block	USP10 block	USP28 inh	UCHL1 block	OTUD3 block	USP17 block	Compound
3	12	15	-2	6	0	13	6	COCCN1C[C@H]2CCN(C(=O)C3CCC3)CC[C@H]2S1(=O)=O
2	3	.	0	.	1	3	-2	Cc1ccc(S(=O)(=O)N2C(=O)CCC2C(=O)N2CCCC2)cc1 (stereo not given)
8	6	81*	29	49*	2	26	7	O=C(CNc1nc(Nc2ccccc2F)nc(Nc2ccccc2F)n1)Nc1ccccc1
3	6	21	0	12	0	10	17	Cc1ccc(S(=O)(=O)Nc2ccc(-c3c[n+]4ccccc4n3C)cc2)cc1
1	5	0	0	-1	0	-3	6	COc1ccc(CNC(=O)N2CCc3ccccc3C2)cc1Cl
4	-6	-8	0	4	1	1	4	O=C(c1ccccc1)N1CCC2(CC1)OCCCO2
-37	-278	-103	-9	-26	-39	-20	-61	COCCCNC(=O)c1c(NC(=O)c2csnn2)sc2c1CCC2
3	16	7	0	3	4	7	6	COc1cccc(CN(C)c2ccc(S(=O)(=O)Nc3ccccn3)cn2)c1

USP7 block	USP8 inh	USP30 block	USP10 block	USP28 inh	UCHL1 block	OTUD3 block	USP17 block	Compound
5	11	23	15	0	3	-2	18	COc1ccc(C(=O)c2ccccc2)c(OCC(=O)Nc2cccc(C#N)c2)c1
-5	-11	11	3	-1	-1	9	0	CC1CCN(C(=O)CSc2nnc(Cc3ccccc3)n2Cc2ccccc2)CC1
-9	-4	-80	-8	-29	-14	-15	-20	CCCCn1c(=O)[nH]c2cc(-c3nc(-c4ccccn4)no3)ccc2c1=O
1	0	4	1	-4	-3	-6	.	CCOC(=O)c1c(C)nn(-c2ccc(=O)[nH]n2)c1C
7	20	5	0	9	2	11	12	O=C(CSc1cn[nH]n1)Nc1cccc(C(F)(F)F)c1
-1	0	-29	-4	-2	-3	5	0	COc1ccc(-c2nc(CNC(=O)C3CCCC3)no2)cc1
3	13	1	-3	-3	0	3	3	CNc1nc(C2CCCN2C(C)=O)nc2c1CCN(S(=O)(=O)c1ccccc1Cl)C2 (stereo not given)
3	14	18	7	12	8	18	8	CC(C)C(NC(=O)c1ccccc1)C(=O)OCC(=O)NC(c1ccccc1)c1ccccc1 (stereo not given)

USP7 block	USP8 inh	USP30 block	USP10 block	USP28 inh	UCHL1 block	OTUD3 block	USP17 block	Compound
6	0	0	4	2	1	-3	-6	Cc1cccc(CN2C(=O)c3ccccc3Sc3ccc(C(=O)NC4CCCC4)cc32)c1
-13	-121	6	2	-1	-2	0	-20	O=C(Nc1ccc([N+](=O)[O-])cc1)c1cccnc1N1CCOCC1
1	6	0	0	-2	0	0	-4	Fc1cccc(-n2ccc(-c3ccccc3)n2)n1
2	10	-14	-1	-1	-1	2	-15	CN1CCC(N2CCC[C@H]2c2nc(-c3ccc(F)cn3)no2)CC1
0	0	0	0	-11	-5	-6	-14	Cn1c(CNC(=O)c2ccco2)nnc1SCC(=O)Nc1cccc(Cl)c1
1	1	-3	0	0	0	-2	-4	CN(C(=O)c1ccon1)[C@H]1CC[C@@]2(C)C[C@H](c3ccccc3)C[C@](C)(O2)[C@@H]1O
3	-241	-6	-6	51*	-1	3	54*	c1cnc(-c2n[nH]c(C3CCN(C4CCNC4)CC3)n2)cn1 (stereo not given)
-10	4	14	-1	-5	1	8	-2	Cc1nc(C2CCCN(S(C)(=O)=O)C2)nc2c1CCC(=O)N2Cc1ccc(F)cc1 (stereo not given)

Two entries from above, with two lines to a compound.
Below each SMILES: USP7 block	USP8 inh	USP30 block	USP10 block	USP28 inh	UCHL1 block	OTUD3 block	USP17 block
c1cnc(-c2n[nH]c(C3CCN(C4CCNC4)CC3)n2)cn1 (stereo not given)
    3	-241	-6	-6	51*	-1	3	54*
Cc1nc(C2CCCN(S(C)(=O)=O)C2)nc2c1CCC(=O)N2Cc1ccc(F)cc1 (stereo not given)
    -10	4	14	-1	-5	1	8	-2

The list goes on:
USP7 block	USP8 inh	USP30 block	USP10 block	USP28 inh	UCHL1 block	OTUD3 block	USP17 block	Compound
2	7	-3	2	-14	3	6	-12	O=C(Nc1c(C(=O)N2CCN(c3ncccn3)CC2)oc2ccccc12)c1ccc(F)cc1
1	-3	-16	-4	4	3	0	-4	O=C(Cc1c[nH]c2ncccc12)NC1CCCC1
8	18	14	6	8	4	14	18	Cc1cc(C)c(NC(=O)c2ccc3c(c2)-c2ccccc2S(=O)(=O)N3C)c(C)c1
0	-257	-12	0	-11	-3	0	-38	COCC1CN(C(=O)c2ccncc2)Cc2c1cnn2CC1CC1 (stereo not given)
4	-46	9	0	-1	1	6	-2	Cc1ccccc1CNC(=O)N1C[C@H]2C[C@H]3[C@](C1)(CN(C)S3(=O)=O)O2
-1	16	-30	9	5	-3	-7	-1	O=C(Cn1cc(C(=O)c2ccccc2)c(=O)c2cc3c(cc21)OCCO3)Nc1ccc2c(c1)OCO2
-3	-6	.	-5	.	0	-3	-50	CN(C)C(=O)CNC(=O)c1nc2c(s1)CCCN2c1ccccc1
6	9	0	1	-3	3	2	-6	Clc1cccc(-c2nc(N3CCC4(CC3)OCCO4)nc3c2COc2ccccc2-3)c1

USP7 block	USP8 inh	USP30 block	USP10 block	USP28 inh	UCHL1 block	OTUD3 block	USP17 block	Compound
0	0	0	1	-7	0	2	1	CCN1C(=O)NC2(CCN(C(=O)COc3ccccc3)CC2)C1=O
2	-1	-5	-3	2	-2	1	5	CCc1ccc(NC(=O)CSc2ccc(-c3ccncc3)nn2)cc1
1	-34	5	0	1	-2	8	2	Cc1nn(-c2ccccn2)c2nc(-c3ccc(F)cc3)cc(C(=O)O)c12
3	22	2	1	11	3	8	16	O=C(CCc1nnc2ccc(N3CCCC3)nn12)N1CCOCC1
7	22	0	12	-3	0	4	-1	COc1cccc2c(=O)n(CC(=O)NCc3ccc4c(c3)OCO4)ccc12
0	-4	12	2	12	2	8	8	c1cc2c(cc1-c1cnc3n1CCC3)OCCO2
-2	-26	i	-1	-230	-4	-186	-155	Cc1cc(C(F)(F)F)c2c(N)c(C(=O)Nc3cccc(C(F)(F)F)c3)sc2n1
-7	-75	-131	-6	-37	-11	-43	-5	Cc1cc(Nc2nc3ccccc3n3cnnc23)c2ccccc2n1

Looked up above.
In USP28 inh, CCOC(=O)c1c(C)nn(-c2ccc(=O)[nH]n2)c1C is entered as -4
In USP30 block, CCCCn1c(=O)[nH]c2cc(-c3nc(-c4ccccn4)no3)ccc2c1=O is entered as -80
In USP7 block, CCC(O)/C=C/C=C\C=C\C(=O)OCC1OC(OC2C(CO)OC3(OCc4cc(O)cc(O)c43)C(O)C2OC(=O)/C=C/C=C/CC(O)/C(C)=C/C=C/CCC(C)CC)C(O)C(O)C1O (stereo not given) is entered as -66
In USP7 block, COc1cccc2c(=O)n(CC(=O)NCc3ccc4c(c3)OCO4)ccc12 is entered as 7
In USP10 block, COCCCNC(=O)c1c(NC(=O)c2csnn2)sc2c1CCC2 is entered as -9
In UCHL1 block, CNc1nc(C2CCCN2C(C)=O)nc2c1CCN(S(=O)(=O)c1ccccc1Cl)C2 (stereo not given) is entered as 0
In OTUD3 block, Fc1cccc(-n2ccc(-c3ccccc3)n2)n1 is entered as 0

Continued:
USP7 block	USP8 inh	USP30 block	USP10 block	USP28 inh	UCHL1 block	OTUD3 block	USP17 block	Compound
0	13	8	1	13	-1	5	9	O=C(NCc1cccs1)c1cnn2c3c(cnc12)CCCC3
7	14	16	4	25	-1	9	13	COc1ccc2cc(C(=O)Nc3ccc4c(c3)NC(=O)C(C)O4)ccc2c1 (stereo not given)
7	-6	4	0	1	4	8	0	c1ccc(CNc2ncnc3c2[nH]c2ccccc23)nc1
-9	21	5	4	7	2	7	15	Cc1ccc(NC(=O)c2ccc(N3C(=O)C(C)CS3(=O)=O)cc2)cc1C (stereo not given)
-3	3	-1	0	2	0	9	0	COc1ccc(OC)c(NC(=O)CN2CCc3ccccc32)c1
2	1	.	0	.	2	2	41*	COc1ccccc1NC(=O)c1ccc(-c2csc(C)n2)cc1
2	0	1	9	-10	2	-4	0	COc1ccc(Cc2nnc3c4cnn(Cc5ccccc5)c4ncn23)cc1
-3	2	-4	-2	-1	3	-10	-8	COc1ccc(CNc2nc3c(c(=O)n2C)CN(C(=O)Nc2cccc(C#N)c2)CC3)cc1

4 of these compounds, set out differently.
mol: COc1ccc2cc(C(=O)Nc3ccc4c(c3)NC(=O)C(C)O4)ccc2c1 (stereo not given)
  USP7 block: 7	USP8 inh: 14	USP30 block: 16	USP10 block: 4	USP28 inh: 25	UCHL1 block: -1	OTUD3 block: 9	USP17 block: 13

mol: c1ccc(CNc2ncnc3c2[nH]c2ccccc23)nc1
  USP7 block: 7	USP8 inh: -6	USP30 block: 4	USP10 block: 0	USP28 inh: 1	UCHL1 block: 4	OTUD3 block: 8	USP17 block: 0

mol: Cc1ccc(NC(=O)c2ccc(N3C(=O)C(C)CS3(=O)=O)cc2)cc1C (stereo not given)
  USP7 block: -9	USP8 inh: 21	USP30 block: 5	USP10 block: 4	USP28 inh: 7	UCHL1 block: 2	OTUD3 block: 7	USP17 block: 15

mol: COc1ccc(OC)c(NC(=O)CN2CCc3ccccc32)c1
  USP7 block: -3	USP8 inh: 3	USP30 block: -1	USP10 block: 0	USP28 inh: 2	UCHL1 block: 0	OTUD3 block: 9	USP17 block: 0
